High-throughput results from PubChem BioAssay.
D3 ag: qHTS of D3 Dopamine Receptor Agonist: qHTS; D(3) dopamine receptor (Homo sapiens), P35462; D3R DiscoveRx beta-arrestin cells, luminescence, 90 min; 410,000 tested, 0.58% active; AID 652048, 2013; max activation, %; in the data active means max activation above about 30%; further: 0% is about no effect; mostly tested at two doses, the higher about 12 µM
Target sequence (P35462 whole entry, looked up): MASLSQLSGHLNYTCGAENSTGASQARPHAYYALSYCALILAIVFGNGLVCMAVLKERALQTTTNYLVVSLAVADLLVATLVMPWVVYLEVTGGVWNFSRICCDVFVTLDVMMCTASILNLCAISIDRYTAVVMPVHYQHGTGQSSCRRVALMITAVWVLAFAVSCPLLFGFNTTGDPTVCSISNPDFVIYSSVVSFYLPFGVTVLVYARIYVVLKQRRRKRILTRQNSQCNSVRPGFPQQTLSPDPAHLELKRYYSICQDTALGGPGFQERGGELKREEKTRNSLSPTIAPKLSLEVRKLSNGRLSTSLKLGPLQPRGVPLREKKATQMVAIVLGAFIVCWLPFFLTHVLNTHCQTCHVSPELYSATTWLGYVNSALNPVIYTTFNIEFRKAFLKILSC
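Agonist-mode cell screen: cells plated at 1500/well and incubated overnight at 37 °C, then exposed to library compounds for 90 min at 37 °C. Detection reagent was added for 30–60 min at room temperature, and luminescence was read.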
KB-V1 MDR tox: qHTS assay for MDR1-selective chemotherapeutics: Primary screen using the drug-selected MDR subline cells KB-V1; KB-V1 MDR cells viability, CellTiter-Glo, 72 h; AID 1347076, 2019; Potency, µM (doses to about 46.1 µM), without a hit: at the highest dose activity change, negative = cytotoxicity, hits mostly cytotoxic; 400,000 tested, 3.4% active; further: potency means the concentration at half of the fitted maximal effect; on the % scale 0 is the no-effect control and ±100 the full control effect; nearly all actives have a fitted effect of over 60% in size
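KB-V1 MDR subline cells in DMEM (phenol-red free, 10% FBS) exposed to compounds in qHTS concentration series for 72 h at 37 degrees C. Viability read by CellTiter-Glo luminescence; concentration-effect curves fitted after normalization and correction.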
HT1080NT lethal: qHTS for induction of synthetic lethality in tumor cells producing 2HG: qHTS for the HT-1080-NT fibrosarcoma cell line; 360,000 tested, 1.6% active; Potency, µM (highest dose often 46.1 µM), for inactives: at the highest dose activity, negative = less viability, usual class: cytotoxic; HT-1080-NT fibrosarcoma viability, CellTiter-Glo ATP luminescence, 48 h;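 further: NT is the 2HG producing partner of a matched IDH1 knockdown line; potency means the concentration at half of the fitted maximal effect; 0% = DMSO-treated cells and -100% = media-only wells without cells; nearly all actives have a fitted effect of over 55% in size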
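Read-out is CellTiter-Glo luminescence after 10 minutes at room temperature, following 48 hours' compound treatment of HT-1080-NT cells (750 cells/well, RPMI, 5% FBS, 37 degrees C).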
GLP-1R agonist: qHTS of GLP-1 Receptor Agonists; Glucagon-like peptide 1 receptor (Homo sapiens), P43220; HEK293 GLP-1R CRE-luciferase, luminescence, 4-6 h; cells express a hypersensitive GLP-1R form; Potency, µM (doses to about 45.6 µM), for the others: at the top dose activation, usual class: activators; 380,000 tested, 0.007% active; further: potency means the concentration at half of the fitted maximal effect; % of control where 0% means no effect
Target sequence (P43220 whole entry, looked up): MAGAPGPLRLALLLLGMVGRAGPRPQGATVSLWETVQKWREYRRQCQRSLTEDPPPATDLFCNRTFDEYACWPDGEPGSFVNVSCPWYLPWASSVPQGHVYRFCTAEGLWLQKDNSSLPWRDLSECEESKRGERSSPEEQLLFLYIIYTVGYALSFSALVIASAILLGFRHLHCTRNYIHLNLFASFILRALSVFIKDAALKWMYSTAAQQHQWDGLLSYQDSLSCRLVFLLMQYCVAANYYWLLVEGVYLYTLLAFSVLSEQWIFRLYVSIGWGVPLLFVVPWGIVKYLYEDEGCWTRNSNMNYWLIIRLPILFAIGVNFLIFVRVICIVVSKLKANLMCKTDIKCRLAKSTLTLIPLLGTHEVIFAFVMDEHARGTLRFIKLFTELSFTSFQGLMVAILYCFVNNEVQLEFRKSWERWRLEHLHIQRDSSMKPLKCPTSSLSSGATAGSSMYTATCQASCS
KB-3-1 tox: qHTS assay for MDR1-selective chemotherapeutics: Primary screen using the parental adenocarcinoma cell KB-3-1; AID 1347075, 2019; Potency, µM (series often up to 46.1 µM), inactives show at the top dose activity change, negative = cytotoxic, actives largely listed as cytotoxic; KB-3-1 viability, CellTiter-Glo ATP luminescence, 72 h; 400,000 tested, 1.4% active; further: potency means the concentration at half of the fitted maximal effect; on the % scale 0 is the no-effect control and ±100 the full control effect; nearly all actives have a fitted effect of over 60% in size
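Using CellTiter-Glo luminescence, growth of non-resistant KB-3-1 adenocarcinoma cells is assessed 72 h after pin-tool compound addition at 37 °C. Normalized responses across the concentration series yield fitted curves.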
IL1B secr inh: qHTS for Inhibitors of Inflammasome Signaling: IL-1-beta AlphaLISA Primary Screen; THP-1 LPS/ATP IL-1B secretion, AlphaLISA, 16 h; hits give low values; AID 743279, 2014; activity change, % at 57.5 µM; 360,000 tested, 4.7% active; in the data active means activity change below about -50%; inconclusive means mostly about -30% to -49%; further: on the % scale 0 is the no-effect control and ±100 the full control effect
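Secreted IL-1B measured by AlphaLISA bead assay after 16 h compound exposure of THP-1 cells; compounds (final up to 57.5 uM) added 1 h before LPS (250 ng/mL) and ATP (1.25 mM) stimulation; lower signal means less secretion.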
HT1080 IDH1KD tx: qHTS for induction of synthetic lethality in tumor cells producing 2HG: qHTS for the HT-1080-IDH1KD cell line | Potency, µM (highest dose often 46.1 µM), without a hit: at the highest dose activity, negative = toxicity, actives largely listed as cytotoxic | 360,000 tested, 2% active | HT-1080 IDH1 knockdown viability, ATP luminescence, 48 h;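 further: potency means the concentration at half of the fitted maximal effect; 0% = DMSO wells and -100% = cell-free medium wells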
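CellTiter-Glo luminescence after 48 h compound exposure at 37 degrees C of IDH1-knockdown HT-1080 cells in 5% FBS RPMI. %Activity scaled between DMSO wells and cell-free media wells, with curves fitted and assigned curve classes.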
D3 antag: qHTS of D3 Dopamine Receptor Antagonist: qHTS; D3R cells, DiscoveRx beta-arrestin luminescence, antagonist mode; hits give low values; max response, negative = inhibition, %; 360,000 tested, 2.5% active; in the data active means max response below about -50%; inconclusive means no clear call, values can overlap the other calls; further: on the % scale 0 is the no-effect control and ±100 the full control effect; mostly tested at two doses, the higher about 12 µM
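Cells expressing the human receptor were seeded at 1500 cells/well, incubated overnight at 37 degrees C in 5% CO2, then exposed to library compounds with dopamine controls for 90 minutes at 37 degrees C before luminescent detection.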
SW480 rerep: A quantitative high throughput screen for small molecules that induce DNA re-replication in SW480 colon adenocarcinoma cells. SW480 DNA re-replication, Hoechst DNA content imaging, 48 h. 340,000 tested, 1.8% active. Potency, µM (series often up to 46.1 µM), for the others: at the top dose re-replication activation, hits mostly activators; further: potency means the concentration at half of the fitted maximal effect; % of control where 0% means no effect; nearly all actives have a fitted effect of over 55% in size
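SW480 cells exposed to compounds for 48 hr at 37 C, 5% CO2, then Hoechst-stained 40 min. Nuclear DNA content imaged by fluorescence scanning (405 nm excitation, 500-530 nm emission); re-replication scored as increased high-intensity nuclei.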
The depositor's hits bear a star; ? = inconclusive; / = not tested or not shown; [ ] = dose if it differs, or a comment. Unless noted, the call rests on the fitted dose curve; in most records, active means well fitted curve in the direction sought with a large enough effect; inconclusive means small, poorly fitted or top-dose-only effect, or another doubt; inactive means no such curve, though single readings can be large; an effect the other way counts as inactive or inconclusive.

The opening three entries (preview)
SMILES | D3 ag | KB-V1 MDR tox | HT1080NT lethal | GLP-1R agonist | KB-3-1 tox | IL1B secr inh | HT1080 IDH1KD tx | D3 antag | SW480 rerep
CSc1ncccc1C(=O)OCC(=O)NC1CCCc2ccccc21 (configuration not stated) | -5 | 26% | 9% | 0% | 18% | -12 | 10% | 12 | -8%
CC(C)N(CCCNC(=O)c1nn(C)c2c1CS(=O)(=O)c1ccccc1-2)Cc1ccccc1 | -29 | -23% | -5% | 2% | 0% | 4 | -3% | ? | ?
O=C(Nc1ccccn1)c1csc2c1CCCC2 | -2 | -12% | -14% | 17% | 1% | -2 | -3% | -3 | -22%

This part in full, previewed entries included:
SMILES | D3 ag | KB-V1 MDR tox | HT1080NT lethal | GLP-1R agonist | KB-3-1 tox | IL1B secr inh | HT1080 IDH1KD tx | D3 antag | SW480 rerep
CSc1ncccc1C(=O)OCC(=O)NC1CCCc2ccccc21 (configuration not stated) | -5 | 26% | 9% | 0% | 18% | -12 | 10% | 12 | -8%
CC(C)N(CCCNC(=O)c1nn(C)c2c1CS(=O)(=O)c1ccccc1-2)Cc1ccccc1 | -29 | -23% | -5% | 2% | 0% | 4 | -3% | ? | ?
O=C(Nc1ccccn1)c1csc2c1CCCC2 | -2 | -12% | -14% | 17% | 1% | -2 | -3% | -3 | -22%
O=C(/C(Br)=C/Nc1cc(Cl)ccc1Cl)C(F)(F)F | -4 | 1% | 8% | 14% | 27% | 0 | 10% | 0 | /
COc1ccc(/C=C/C(=O)OC2CCCN(C)C2)cc1 (configuration not stated) | 2 | ? | 0% | -4% | ? | 12 | 1% | 5 | -5%
CCN1C(C)=CC(=O)[C@@H](O)[C@H]1c1ccccc1Br | -14 | 23% | 11% | 11% | 14% | 88 | 7% | 8 | -1%
CC1(C(=O)Nc2cccnc2)Cc2c(-c3ccc4c(c3)OCO4)ccnc2O1 (configuration not stated) | -11 | ? | -19% | -2% | 15µM* | -22 | -29% | 0 | /
COc1cc2c(cc1OC)-c1nnc(-c3ccco3)n1C1(CCCC1)C2 | 4 | 0% | -1% | 12% | -3% | -22 | -7% | 39 | 2%
CC(C)CNC(=O)c1cc(-c2ccc(Cl)c(Cl)c2)on1 | 14 | 15% | 5%[9.24 µM] | -16% | 4% | 11 | 8% | 18 | -4%
O=C(c1cc2c(s1)CCCC2)N1CCN(c2ccccc2)CC1 | 3 | -6% | 6% | 21% | 12% | -20 | -10% | 5 | 0%
COc1ccc(/C=N/NC(=O)c2ccc(C)cc2)cc1CN1CCN(c2ccc(F)cc2)CC1 | -13 | -22% | -7% | 0% | 1% | -18 | 2% | -10 | -8%
Cc1ccccc1Cn1cc(NC(=O)c2cc(-c3ccco3)on2)cn1 | 2 | ? | -2% | -3% | -9% | 10 | ? | -6 | ?
COc1ccc2cc3cc(C(=O)NCc4cccnc4)oc3nc2c1 | 3 | ? | ? | 4% | 3% | ? | ? | 0 | 2%
CCNC(=O)NC(=O)CSc1cccc(C(F)(F)F)c1 | -3 | 14% | -3% | 4% | 0% | 8 | 3% | -12 | -5%
CCCc1cc(=O)[nH]c(Nc2ccc(OC)c(Cl)c2)n1 | -7 | -14% | -10% | 18% | -4% | 23 | -17% | -4 | -1%
COc1ccc(/C=N/NC(=O)c2ccco2)cc1OCc1ccccc1 | -6 | -24% | 0% | 3% | -2% | 19 | -5% | -11 | -1%[9.22 µM]
CCOC(=O)C1CCN(S(=O)(=O)c2cc3c(cc2C)NC(=O)CO3)CC1 | 3 | 11% | -1% | -3% | 13% | -9 | 2% | 20 | -7%
CN(c1ccc(C(=O)NC2CCCC2)cc1)S(=O)(=O)c1ccc(Cl)cc1 | -8 | -1% | -1% | 9% | 1% | 2 | -2% | -16 | -10%
O=C(CSc1ccc2nnc(-c3ccccn3)n2n1)NCc1ccc2c(c1)OCO2 | -5 | 7% | 5% | 6% | 2% | 40 | 1% | 12 | -9%
CCc1cccc(CC)c1NC(=O)c1cccc(S(=O)(=O)N2CCN(C)CC2)c1 | -22 | -1% | 0% | 11% | -8% | -9 | 5% | ? | -5%
CC1Cc2ccccc2N1C(=O)Cc1cccs1 (configuration not stated) | -26 | -3% | -3%[9.24 µM] | 9% | 21% | 10 | 0% | -19 | 3%
Cc1cccc(NS(=O)(=O)c2cn(C)c(=O)n(C)c2=O)c1C | 2 | ? | 15% | -2% | -3% | 3 | 16% | 15 | -2%
CN(C)S(=O)(=O)c1cccc(NC(=O)CCNC(=O)c2ccccc2Cl)c1 | -9 | 13% | 12% | -1% | 2% | 9 | 15% | -25 | -1%
O=C(CSc1nnc2ccccn12)NNC(=O)c1ccc(F)cc1 | 7 | 6% | 4% | -11% | 1% | -2 | 10% | -6 | -5%
CC1(C(=O)Nc2ccc3c(c2)OCCO3)CN(S(C)(=O)=O)CC(=O)N1Cc1cccc(F)c1 (configuration not stated) | 8 | -10% | 1% | / | 7% | -9 | 23% | 3 | /
Cc1nn(C2CCS(=O)(=O)C2)c(Cl)c1/C=C/C(=O)OCC(=O)N(C)C (configuration not stated) | 4 | 3% | -1% | 1% | 11% | -2 | -2% | 11 | 9%
CS(=O)(=O)c1nc(S(=O)(=O)c2ccc(Cl)cc2)c(N2CCOCC2)s1 | -3 | -10% | 5% | 0% | ? | -76* | 4% | 0 | -19%
O=C1CCc2cc(S(=O)(=O)N3CCN(c4ccc(F)cc4)CC3)cc3c2N1CC3 | 1 | -24% | 2% | 8% | 14% | 3 | -4% | 0 | 9%
O=C1NC(=S)N/C1=C/c1cc2c(cc1[N+](=O)[O-])OCO2 | 1 | -1% | 6% | -2% | -20% | -9 | -4% | 16 | 12%
Cn1c(SCC(=O)N2CCN(c3ccccc3)CC2)nnc1-c1c[nH]c2ccccc12 | 3 | -10% | -5% | -1% | 0% | -9 | -17% | -13 | 3%
Cc1ccc(N2C(=O)N(CC(=O)Nc3ccc([N+](=O)[O-])cc3)C(=O)C2C)cc1 (configuration not stated) | -4 | -27% | -23% | 8% | -8% | -1 | -1% | -17 | 4%
CC(C)c1cc(CN2CCN(C3CCCC3)C(CCO)C2)[nH]n1 (configuration not stated) | -14 | -2% | 11% | 3% | 4% | 0 | 10% | -9 | -6%
On1c(-c2ccccc2)nc2ncccc21 | -7 | 0% | -3% | -1% | -7% | -4 | 0% | -2 | -14%
CCOC(=O)c1cc(OC(=O)c2ccccc2Br)n(-c2ccccc2)n1 | -2 | 13% | -3% | 1% | 6% | 12 | 8% | -16 | 4%
Cc1ccc(-c2cc(C(=O)Nc3ccccc3C(N)=O)c3ccccc3n2)o1 | 13 | ? | -24% | 17% | -4% | -22 | -29% | 26 | ?
CC(=O)c1cc(-c2ccc(F)cc2)n(CCC(=O)NC(C)(C)C)c1C | 0 | 0% | 6% | -3% | -10% | 27 | 1% | 11 | 3%
CC(C)Nc1ncnc2c1cnn2-c1ccc(Cl)cc1 | 5 | ? | 1% | 9% | 7.3µM* | -58* | -7% | 10 | -1%
Cc1csc(N2CCc3ccccc32)n1 | 3 | 7% | 16% | 6% | -5% | 21 | 11% | 9 | 0%
Cc1ccc(C)c(N2CCN(S(=O)(=O)c3c(C)[nH]c(C)c3C(=O)N3CCCCC3)CC2)c1 | -6 | -4% | -15% | -1% | -9% | -9 | -14% | -7 | 1%
COc1cccc(C(=O)NCc2ccco2)c1 | -2 | 7% | -3% | -1% | 0% | -2 | -2% | 16 | -7%
O=C(NCCNc1ccc([N+](=O)[O-])cc1)c1ccccc1Cl | -12 | -17% | -8% | -1% | 1% | -15 | -7% | ? | /
COc1ccc(S(=O)(=O)CCc2nnc(NC(=O)c3cccs3)s2)cc1 | 18 | -10% | 7% | 4% | 11% | -4 | -3% | -8 | -4%
Cc1ccc(CN(c2ccc(C(=O)Nc3cccnc3)cc2)S(C)(=O)=O)cc1 | 12 | ? | 1% | 25% | ? | -5 | -27% | -17 | 0%
O=C(COc1ccccc1)N1CCN=C1SCc1cccc(F)c1 | -6 | 0% | -9% | 5% | 6% | 0 | -6% | -12 | -15%
CC(C)Oc1cccc(C(=O)N2CCCC2)c1 | 15 | 6% | 4% | 15% | 7% | 1 | 17% | 4 | 1%
O=C(c1cccc(S(=O)(=O)N2CCCC2)c1)N1CCN(Cc2ccccc2)CC1 | -5 | 0% | 0%[9.24 µM] | -5% | -11% | 10 | 2% | -3 | -10%
CCN1CCN(c2ccc(S(=O)(=O)N3CCCCC3)cc2NC(=O)c2ccc(F)cc2)CC1 | 2 | 10% | -4% | 6% | -3% | -9 | -25% | 0 | ?
Cc1ccc(CC(=O)Nc2ccc(S(=O)(=O)N3CCOCC3)cc2)cc1 | -17 | 0% | -3% | 18% | 0% | 13 | -9% | -12 | 6%
Cc1ccc(CCNC(=O)c2ccc(CNS(=O)(=O)c3ccc(C)cc3)cc2)cc1 | 4 | -37% | / | 7% | 2% | / | / | / | /
O=C(Nc1ccc(-c2nc3ccccc3o2)cc1)c1cc(-n2cnnc2)ccc1Cl | 3 | -16% | -13% | -15% | ? | ? | -2% | 25 | -28%
COc1ccc(C2Nc3ccccc3C(=O)N2NS(C)(=O)=O)cc1OC (configuration not stated) | 23 | -4% | 10% | 2% | 0% | -12 | 8% | 16 | -21%
CCn1c(=O)cc(OCC(=O)Nc2cccc(C)n2)c2ccccc21 | 2 | -9% | 11% | 3% | 0% | -1 | 16% | 18 | -15%
